Bioassay records deposited in PubChem by Sanford-Burnham Center for Chemical Genomics.
HKDC1 inhibitor – HKDC1 (human) hexokinase inhibition; Q2TB90; recombinant HKDC1, G6PDH/diaphorase resazurin coupled fluorescence; inhibition, % at 20 µM; hit rate 0.16% among 340,000;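 active means inhibition above about 35% when tested at 20 µM, limit read from the data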;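 further: plate controls were DMSO wells with enzyme for no effect and DMSO wells lacking enzyme for full effect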
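Test system: recombinant HKDC1 (HK5) hexokinase enzyme, produced in-house / Doses: 20 µM test compound, 1% DMSO / Timing: 90 min, room temperature / Detection: G6PDH/diaphorase-coupled fluorescence, 1 mM NADP, 100 µM resazurin, 525/613 nm / Control set: DMSO wells with and without enzyme mix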
A3A deaminase – human APOBEC3A DNA deaminase inhibition; hit rate 0.41% among 330,000; AID 493011; recombinant A3A, FAM/TAMRA ssDNA deamination fluorescence; inhibition, % at 20 µM;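 active means at least 40% inhibition at 20 µM here, with at most 30% in a related deaminase screen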;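 further: plate controls were A3A with DMSO for no effect and wells lacking A3A enzyme for full effect; some results filed as inactive read as strong as hits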
Target sequence (P31941 whole entry, looked up): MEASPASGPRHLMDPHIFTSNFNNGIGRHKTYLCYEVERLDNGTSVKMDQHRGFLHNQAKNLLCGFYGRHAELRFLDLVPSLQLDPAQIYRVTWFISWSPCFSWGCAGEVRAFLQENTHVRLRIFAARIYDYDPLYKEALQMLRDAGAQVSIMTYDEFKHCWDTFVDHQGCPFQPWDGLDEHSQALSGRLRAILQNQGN
mIAP inh – blocks mouse intestinal alkaline phosphatase; purified mouse IAP, CDP-Star luminescence, 30 min; inhibition, % at 10 µM; hit rate 0.2% among 330,000;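 active means inhibition of at least 40% at 10 µM in the primary screen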;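 further: plate controls were DMSO with enzyme for no effect and no enzyme wells for full effect; values of inactives mirror those of a sister screen read the other way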
ATG4B inhibitor – ATG4B (human) cysteine protease inhibition | hit rate 0.51% among 340,000 | Q9Y4P1 | inhibition, % at 8.33 µM | ATG4B cleavage of LC3-PLA2, NBD-HPC fluorescence, 1 h; in the data active means inhibition above about 40%
Target sequence (Q9Y4P1 whole entry, looked up): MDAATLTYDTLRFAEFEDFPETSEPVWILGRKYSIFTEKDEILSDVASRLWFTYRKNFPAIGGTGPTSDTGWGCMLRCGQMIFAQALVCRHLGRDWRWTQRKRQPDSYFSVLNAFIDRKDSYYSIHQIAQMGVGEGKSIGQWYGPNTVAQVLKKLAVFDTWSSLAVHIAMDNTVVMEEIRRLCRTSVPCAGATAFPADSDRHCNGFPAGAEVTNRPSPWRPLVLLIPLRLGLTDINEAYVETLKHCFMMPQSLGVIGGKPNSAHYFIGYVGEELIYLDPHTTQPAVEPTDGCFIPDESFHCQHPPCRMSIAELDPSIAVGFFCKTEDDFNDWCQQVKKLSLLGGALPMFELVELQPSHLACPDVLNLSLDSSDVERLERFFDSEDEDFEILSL
mIAP activ – increases mouse intestinal alkaline phosphatase activity | muIAP, CDP-Star luminescence, 30 min; stronger effect = higher value; 1 = vehicle-only enzyme signal, 0 = enzyme-free wells | hit rate 0.24% among 330,000 | activation factor at 10 µM;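 active means activation factor of at least 2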; further: the source names both 10 and 20 µM as test concentration; values of inactives mirror those of a sister screen read the other way
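System: Mouse IAP enzyme | Also added: CDP-Star substrate | Dosing: Compounds dispensed in DMSO | Schedule: 30 min enzyme-substrate-compound incubation at room temperature | Technique: Chemiluminescence readout | Control set: DMSO-only wells and no-enzyme negative control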
hIAP inh – blocks human intestinal alkaline phosphatase | P09923 | purified IAP, CDP-Star luminescence, 30 min | inhibition, % at 10 µM | hit rate 0.12% among 330,000;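 active means inhibition reaching a set limit with compound at 10 µM in the primary screen, cut at about 35% in these data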;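 further: plate controls were DMSO wells with enzyme for no effect and no-enzyme buffer wells for full effect; values of inactives mirror those of a sister screen read the other way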
PfG6PD inh – PfG6PD (Plasmodium falciparum) enzyme inhibition. PfGluPho enzyme, NADPH resazurin-diaphorase fluorescence. inhibition, % at 20 µM. hit rate 0.78% among 350,000. AID 504690;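 active means inhibition reaching at least a set limit at 20 µM in the primary screen, cut at about 59% in these data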;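 further: 0% = DMSO wells with substrate and 100% = DMSO wells lacking glucose-6-phosphate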
hIAP activ – increases human intestinal alkaline phosphatase activity; P09923; activation factor at 10 µM; purified human IAP, CDP-Star luminescence, 30 min; stronger effect = higher value; 1 = vehicle-only enzyme, 0 = enzyme-free background; hit rate 0.16% among 330,000;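 active means activation factor of the enzyme at least 2-fold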; further: the source names both 10 and 20 µM as test concentration; values of inactives mirror those of a sister screen read the other way
Numbers without * were called inactive; / = no result given.

HKDC1 inhibitor	A3A deaminase	mIAP inh	ATG4B inhibitor	mIAP activ	hIAP inh	PfG6PD inh	hIAP activ	compound
-2	-8	-22	-5	1.2	2	-4	0.98	CCCCCn1c(N2CCCC2)nc2c1c(=O)n(C)c(=O)n2C
-6	-4	-4	2	1	4	-3	0.96	C/C(=N\NC(=O)C1CC1)c1ccc(Cl)cc1
-1	-4	-2	0	1	-29	-6	1.3	O=C(CCC(=O)N1CCN(c2ccc(F)cc2)CC1)N1CCN(c2ccc(F)cc2)CC1
-1	-3	-2	-3	1	7	4	0.93	O=C(N/N=C/c1ccc2c(c1)OCO2)c1cccc(NC(=O)c2ccccc2Cl)c1
-20	3	6	8	0.94	-31	1	1.3	O=C(O)c1ccccc1N=N/C(=N/Nc1cc(S(=O)(=O)O)ccc1O)c1ccccc1
-2	-5	12	1	0.88	2	10	0.98	Cc1cc(OCC(=O)Nc2cc(-c3nn4c(C)nnc4s3)ccc2C)ccc1Cl
0	0	4	-1	0.96	-5	12	1.1	CC1CCN(C(=O)c2ccc(CS(=O)(=O)Cc3ccccc3)cc2)CC1
17	-3	-5	-3	1	0	10	1	FC(F)(F)c1nnc2n1N=C(c1cccs1)CS2
4	-2	1	-10	0.99	-1	5	1	COc1ccccc1OCC(=O)N1CCN(C(=O)COc2ccccc2OC)CC1
-15	-2	12	0	0.88	14	75*	0.85	C=CCc1cccc(/C=N/NC(=O)c2ccccc2Br)c1O
-3	4	-8	-4	1.1	-12	7	1.1	CN1CCOc2cc(S(=O)(=O)NCc3ccc(S(N)(=O)=O)cc3)ccc21
2	-2	-16	-5	1.2	-13	-3	1.1	COc1ccc(C(C)=O)c(Oc2nc(CN3CCOCC3)nc3scc(-c4cccs4)c23)c1
2	-1	0	8	1	15	2	0.85	CC1CCN(C(=O)c2ccc(NC3=C(Cl)C(=O)N(Cc4ccccc4)C3=O)cc2)CC1
-1	5	8	-17	0.92	6	19	0.94	COc1ccc(NS(=O)(=O)c2cc(NC(=O)c3nn(C)c(=O)c4ccccc34)ccc2OC)cc1
3	3	16	-9	0.84	-2	23	1	c1cc2[nH]snc2c2nc(C3CC3)nc12
-9	-3	0	-10	1	-13	15	1.1	Cc1cc(C)nc(NC(=O)C(c2ccccc2)c2ccccc2)n1
-6	-5	-4	12	1	6	2	0.94	COC(=O)c1ccc(C(=O)OC)c(NC(=S)N2CCN(c3ccccc3F)CC2)c1
-4	-1	-5	-6	1.1	-12	4	1.1	CCOC(=O)C(C(=O)OCC)C(Nc1ccccc1)c1ccccc1 (configuration not stated)
-1	1	-10	-2	1.1	-10	-6	1.1	Cc1ccccc1N1CC(C(=O)N2CC(C)CC(C)C2)CC1=O (configuration not stated)
-10	-5	10	-2	0.9	-3	0	1	CCCCCN(C(=O)NC(=O)Nc1ccccc1C)S(C)(=O)=O
3	0	-3	1	1	11	54	0.89	CCOC(=O)c1ccc(N2CSC3=C(C#N)C(c4ccc(OC)cc4OC)CC(=O)N3C2)cc1 (configuration not stated)
-6	0	12	9	0.88	1	-4	0.99	CCOC(=O)/C(N=Nc1ccc(Cl)cc1)=C(/O)c1ccc([N+](=O)[O-])cc1
-4	1	28	-4	0.71	-9	-13	1.1	CSc1cccc(NC(=O)CCNS(=O)(=O)c2ccc3[nH]c(=O)oc3c2)c1
-3	-2	-1	-2	1	-4	25	1	Cc1nc(SCC(=O)NC(=O)NC(C)(C)C)nc(C)c1C
-9	-1	4	-9	0.96	20	1	0.8	COc1ccc(-c2nc(C#N)c(NCc3cccnc3)o2)cc1OC
-4	-3	6	3	0.94	8	2	0.92	COC(=O)c1ccc(S(=O)(=O)c2ccc(Cl)cc2)c(N)c1
-2	-3	-12	-5	1.1	-19	4	1.2	CCOc1ccc(NC(=O)C2CC3CCC2C3)cc1 (configuration not stated)
-7	-3	7	2	0.93	-4	2	1	O=S(=O)(Nc1ccc(S(=O)(=O)N2CCOCC2)cc1)c1ccccc1
8	0	-4	1	1	-7	11	1.1	CCOC(=O)c1ccc(NC(=O)CSC2=NN3CCCC(=O)N=C3S2)cc1
5	-4	-9	2	1.1	14	-5	0.86	COc1ccc(S(=O)(=O)Nc2ccc(S(=O)(=O)Nc3nc(C)cc(C)n3)cc2)cc1OC

Reformatted with bars between the fields: part of the list above
SMILES | HKDC1 inhibitor | A3A deaminase | mIAP inh | ATG4B inhibitor | mIAP activ | hIAP inh | PfG6PD inh | hIAP activ
CC1CCN(C(=O)c2ccc(NC3=C(Cl)C(=O)N(Cc4ccccc4)C3=O)cc2)CC1 | 2 | -1 | 0 | 8 | 1 | 15 | 2 | 0.85
C/C(=N\NC(=O)C1CC1)c1ccc(Cl)cc1 | -6 | -4 | -4 | 2 | 1 | 4 | -3 | 0.96
CCOc1ccc(NC(=O)C2CC3CCC2C3)cc1 (configuration not stated) | -2 | -3 | -12 | -5 | 1.1 | -19 | 4 | 1.2
CN1CCOc2cc(S(=O)(=O)NCc3ccc(S(N)(=O)=O)cc3)ccc21 | -3 | 4 | -8 | -4 | 1.1 | -12 | 7 | 1.1
CCCCCN(C(=O)NC(=O)Nc1ccccc1C)S(C)(=O)=O | -10 | -5 | 10 | -2 | 0.9 | -3 | 0 | 1

Continued.
HKDC1 inhibitor	A3A deaminase	mIAP inh	ATG4B inhibitor	mIAP activ	hIAP inh	PfG6PD inh	hIAP activ	compound
-12	-4	3	3	0.97	-2	-37	1	CCN(CC)C(=O)Cn1cc(C(=O)C(=O)NCCc2ccccc2)c2ccccc21
-5	-8	-4	-2	1	-5	2	1.1	CCOCCCNC(c1ccccc1)c1ccncc1 (configuration not stated)
13	-3	3	10	0.97	-3	-2	1	C=C(C(=O)c1ccccc1)C(C(=C)C(=O)c1ccccc1)c1ccc(OC)cc1
-3	-3	-4	-7	1	-23	2	1.2	O=C(c1ccc(Cl)cc1)N1CCN(C(=O)c2ccco2)CC1
-6	2	7	5	0.93	3	8	0.97	NC(=O)COC(=O)CCCc1c[nH]c2ccccc12
/	1	1	/	0.99	1	/	0.99	O=C(O)CCC(=O)c1ccc2ccc3cccc4ccc1c2c34
0	-3	3	-12	0.97	-6	10	1.1	CC(C)NC(=O)N(O)C1N(Cc2ccc3c(c2)OCO3)C(=S)SC1(C)C (configuration not stated)
5	3	-7	6	1.1	9	-4	0.91	CC1(c2nnc(-c3cccc(Cl)c3)o2)CC(c2ccccc2F)=NO1 (configuration not stated)
5	-3	2	-8	0.98	-6	-3	1.1	COc1cc(NC(=O)C2CCCCC2)c(OC)cc1NC(=O)c1ccco1
-6	5	5	5	0.95	-4	-3	1	O=C(NC1=NCCS1)c1ccccc1OCc1ccc(F)cc1
-3	-6	3	-5	0.97	-50	20	1.5	Cc1cccc(NC(=O)c2nc[nH]c2C(=O)NCCCCCNC(=O)OC(C)(C)C)c1
2	0	0	7	1	-10	-8	1.1	CCOc1ccccc1NC(=O)CNC(=O)N1CC(=O)Nc2ccccc21
-5	23	-2	0	1	4	-8	0.96	COc1ccc(/C=C2/SC(=O)N(CCNC(=O)CC(NC(C)=O)c3ccccc3)C2=O)cc1 (configuration not stated)
-6	-2	2	-1	0.98	-22	-35	1.2	O=C(COC(=O)c1ccc2ccccc2c1)Nc1ncc(C(F)(F)F)cc1Cl
3	-1	-5	-9	1.1	-1	2	1	CCOC(=O)C1=C(C)NC2=C(C(=O)CCC2)C1c1coc2ccccc2c1=O (configuration not stated)
0	2	1	-3	0.99	0	23	1	CN1CC(c2ccc(Cl)c(Cl)c2)[C@@]2(COc3ccccc3C2=O)[C@@]12C(=O)Nc1ccccc12 (some centres not stated)
-4	-1	-7	-2	1.1	-1	-7	1	COc1ccc(Cl)cc1NC(=S)N1CCN(C(=O)C2CCCO2)CC1 (configuration not stated)
14	16	23	6	0.77	-1	-11	1	O=C(O)CC1S/C(=N/N=C/c2ccc(-c3ccc(Cl)c([N+](=O)[O-])c3)o2)NC1=O (configuration not stated)
-6	0	8	-2	0.92	-4	-5	1	Cc1c(N/C(=N/S(=O)(=O)c2cc([N+](=O)[O-])ccc2Cl)c2ccccc2)c(=O)n(-c2ccccc2)n1C
7	-4	-6	1	1.1	-7	6	1.1	Cc1ccc(NC2CCCN(C(=O)Cc3nonc3C)C2)cc1C (configuration not stated)
2	-3	-1	-4	1	-1	3	1	Nc1nc(-c2ccccc2)cc(N2CCCCC2)n1
-3	-1	1	-8	0.99	7	7	0.93	COc1ccc(-c2nc3cc(NC(=O)c4ccc5c(c4)OCO5)ccc3o2)cc1
-3	-3	-5	7	1	-5	-39	1.1	COc1cccc(NC(=O)c2ccccc2-c2ccccc2C(=O)O)c1
-3	0	8	-8	0.92	22	4	0.78	O=C(NC1CCCCC1)C(c1ccncc1)N(Cc1ccc2c(c1)OCO2)C(=O)C(F)(F)F (configuration not stated)
-1	-1	-12	12	1.1	-18	-3	1.2	CCOc1ccccc1-c1nc(CN2CCCC2c2nccs2)c(C)o1 (configuration not stated)
7	1	8	40	0.92	6	0	0.94	CN(C)c1ccnc(SCc2ccccc2Cl)c1C#N
7	79*	3	8	0.97	9	14	0.91	CCN(CC)c1ccc2nc3ccccc3[n+](CC)c2c1
-4	-3	-4	-9	1	-8	5	1.1	O=C(Nc1ccccc1N1CCCC1)c1cccc(S(=O)(=O)N2CCOCC2)c1
-2	-6	-4	-2	1	-16	-2	1.2	Cc1ccccc1NC(=O)c1ccc2ccccc2c1
0	-7	-5	-16	1.1	-19	3	1.2	COc1ccc(NS(=O)(=O)c2cc3c(cc2C)NC(=O)CO3)c(OC)c1

Next section
HKDC1 inhibitor	A3A deaminase	mIAP inh	ATG4B inhibitor	mIAP activ	hIAP inh	PfG6PD inh	hIAP activ	compound
1	-5	2	1	0.98	3	-13	0.97	CCc1ccc(N(CC)C(=O)c2ccc3c(Cl)c4c(nc3c2)CCC4)cc1
-9	1	-2	-2	1	-8	-6	1.1	Cc1ccc(-c2nc3ncccc3o2)cc1NC(=O)c1cccnc1
2	-3	7	-2	0.93	-1	2	1	COCCNC(=O)CN(Cc1ccco1)C(=O)CCC(=O)Nc1nccs1
-6	3	-9	3	1.1	-12	3	1.1	CCc1ccc(-c2nc(SCC(=O)c3c(N)n(C)c(=O)n(C)c3=O)n[nH]2)cc1
-10	0	-2	-8	1	6	-5	0.94	COc1ccc(/C=C2\SC(=O)N(CCNC(=O)C3CCN(S(=O)(=O)c4cccs4)CC3)C2=O)cc1
-5	-5	-5	-7	1	-29	-15	1.3	CCc1ccc(/C=N/NC(=O)c2ccccn2)cc1
10	-4	5	3	0.95	-9	-11	1.1	Cc1ccc(-c2cc(=O)[nH][nH]2)c(C)c1
-2	1	0	0	1	16	-15	0.84	c1cncc(-c2noc(-c3ccco3)n2)c1
4	-1	2	5	0.98	0	20	1	Cc1cc(C(=O)COC(=O)CC2Sc3ccccc3NC2=O)c(C)n1-c1cccc(C(F)(F)F)c1 (configuration not stated)
-7	5	9	-10	0.91	-5	-3	1	COc1ccc(OC)c(CN2CCN(C(=O)c3cccc(S(=O)(=O)Nc4ccc(C)cc4)c3)CC2)c1
-10	-4	0	0	0.99	9	-4	0.91	Cc1nc2sc(-c3ccccc3)nn2c(=O)c1Br
-5	15	2	-1	0.98	9	-3	0.91	CCc1ccccc1NC(=O)CCS(=O)(=O)c1ccc(OC)cc1
-8	-2	-3	-15	1	-50	-3	1.5	CCOC(=O)c1ccc(NC(=O)CC2COc3ccccc3O2)cc1 (configuration not stated)
-4	-1	1	-15	0.99	1	-18	0.99	CC1(C)CC(=O)C2=C(C1)OC(/N=C/N1CCOCC1)=C(C#N)C2c1ccccc1 (configuration not stated)
-8	-1	5	-13	0.95	-8	-5	1.1	COc1ccc(OC)c(NC(=S)N2CCN(C/C=C/c3ccccc3)CC2)c1
